TRPC4 block – blocks the mouse TRPC4 cation channel; Q9QUQ5; HEK293 TRPC4beta/mu-opioid, DAMGO-evoked Fluo4 calcium flux; hits give low values; B-score at 10 µM; 300,000 compounds, 0.39% hits;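 active means B-score over 3 SD under the library average, no early fluorescence shift, positive overall ratio signal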
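Assay system: HEK293 cells with stable TRPC4beta plus mu-opioid receptor expression. Dosing: single dose. Measured by: Fluo4 Ca2+ flux fluorescence. Also added: DAMGO in two steps, submaximal then maximal. Read-out: B score from integrated Fluo4 fluorescence ratio.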
MrgX1 PAM – human MrgX1 positive allosteric modulation, primary screen. MrgX1-HEK293, Fluo-4 calcium flux, FDSS; hits give high values. B-score at 10 µM. Q96LB2. 310,000 compounds, 0.63% hits. AID 588675;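 active means plate-corrected calcium response at least 3 library SD above typical, normal starting fluorescence, not activating the receptor alone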;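 further: compound read alongside a low EC10 to EC30 dose of BAM8-22 agonist; peak minus trough fluorescence over baseline measured at the second addition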
Platelet DG rel – modulates dense granule release in human platelets; human platelet-rich plasma, SFLLRN dense granule ATP release, luminescence; inhibition, %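 (compounds screened at 7.5 µM in platelet-rich plasma)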; 300,000 compounds, 0.22% hits; AID 1663;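 active means mean replicate score, as percent of positive control, at or above 50; inconclusive means mean below 50 but at least one replicate at or above 50; inactive means mean and every replicate below 50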
MrgX1 ag – activates human MrgX1 receptor signaling. AID 588627. B-score at 10 µM. MrgX1-HEK293 cells, Fluo-4 calcium fluorescence, agonist mode; hits give high values. 310,000 compounds, 0.44% hits;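 active means calcium response B-score plate-corrected fluorescence ratio at least 3 library SD, with starting fluorescence B-score inside 5 SD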
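Material: MrgX1-expressing HEK293 cells / Dosing: compound as first of three additions / Incubation: overnight seeding, then 1 h dark dye loading / Signal: Fluo-4 NW calcium fluorescence / Evaluation: B-scored fluorescence response ratio / Benchmarks: positive and negative control wells on each plate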
RGS4 block – human RGS4 inhibition; 310,000 compounds, 0.45% hits; HEK293 M3R/RGS4 inducible, Fluo-4 calcium flux; hits give high values; triggered by carbachol at its EC20; B-score at 10 µM;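 active means B-score, a plate-corrected calcium signal, over three deviations above library mean, with baseline fluorescence within five deviations of library mean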;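 further: RGS4 expression induced by doxycycline in cells with stable M3 receptor; B-score is computed from the integrated fluorescence ratio over baseline after carbachol; higher B-score means a larger calcium signal and so more RGS4 inhibition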
HIF activator – HIF pathway transcriptional activation; U2OS HRE-luciferase reporter, luminescence; normalized: DMSO 0%, desferrioxamine 100%; activation, % at 7.5 µM (by protocol); 300,000 compounds, 0.32% hits;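 active means mean activation of at least 10% of the iron chelator positive control signal, with at least half of replicates also reaching 10%; inconclusive means mean and replicate majority disagree about reaching 10%; inactive means mean and most replicates under 10%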
TRPC6 inh – inhibitors of mouse TRPC6 channel; HEK293-TRPC6, membrane potential dye, ACh-evoked depolarization; hits give low values; B-score at 10 µM; 310,000 compounds, 1.1% hits; AID 2553;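 active means B-score under library mean minus 3 SD, initial fluorescence not abnormally high, positive integrated signal ratio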;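 further: B-score derived from integrated fluorescence ratio over the kinetic read; more negative B-score means stronger inhibition of depolarization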
Target sequence (Q61143 whole entry, looked up): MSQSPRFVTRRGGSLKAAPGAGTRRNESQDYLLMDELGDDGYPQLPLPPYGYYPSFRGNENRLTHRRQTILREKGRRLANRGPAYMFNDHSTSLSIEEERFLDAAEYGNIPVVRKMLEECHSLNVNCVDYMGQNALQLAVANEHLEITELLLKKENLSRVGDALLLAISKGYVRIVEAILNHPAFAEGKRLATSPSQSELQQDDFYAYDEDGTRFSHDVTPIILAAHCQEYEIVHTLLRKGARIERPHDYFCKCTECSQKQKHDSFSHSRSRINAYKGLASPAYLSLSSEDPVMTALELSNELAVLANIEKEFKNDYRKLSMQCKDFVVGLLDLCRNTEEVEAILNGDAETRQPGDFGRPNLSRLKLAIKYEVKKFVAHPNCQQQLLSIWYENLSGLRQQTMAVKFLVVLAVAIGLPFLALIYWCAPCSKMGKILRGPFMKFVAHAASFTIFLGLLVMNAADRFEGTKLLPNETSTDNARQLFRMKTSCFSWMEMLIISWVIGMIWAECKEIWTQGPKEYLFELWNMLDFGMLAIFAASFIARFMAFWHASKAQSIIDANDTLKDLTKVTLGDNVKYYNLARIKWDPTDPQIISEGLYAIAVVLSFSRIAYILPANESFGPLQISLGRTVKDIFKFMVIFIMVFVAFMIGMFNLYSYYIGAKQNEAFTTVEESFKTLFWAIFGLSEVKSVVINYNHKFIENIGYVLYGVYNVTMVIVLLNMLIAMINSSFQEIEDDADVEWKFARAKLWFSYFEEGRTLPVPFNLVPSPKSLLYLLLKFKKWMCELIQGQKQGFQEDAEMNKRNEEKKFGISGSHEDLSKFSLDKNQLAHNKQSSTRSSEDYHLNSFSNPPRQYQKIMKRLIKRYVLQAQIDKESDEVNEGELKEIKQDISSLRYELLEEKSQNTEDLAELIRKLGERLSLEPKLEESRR
SKKanGAS inh – SKKanGAS growth inhibition; S. pyogenes SKKanGAS, kanamycin growth, BacTiter-Glo, 6 h; inhibition, % at 7.5 µM; 300,000 compounds, 1.3% hits; AID 1662;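 active means mean replicate score, as percent of positive control median, at least 50; inconclusive means mean below 50 but one replicate at or above 50; inactive means mean and every replicate below 50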;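 further: strain carries kanamycin resistance gene driven by streptokinase promoter and grows in 40 µg/ml kanamycin; loss of luminescence reflects streptokinase promoter inhibition or plain growth inhibition; 0% = median of DMSO wells and 100% = positive control at its reference dose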
RGS4 act – RGS4 potentiation or activation. HEK293 M3R/inducible RGS4, carbachol calcium flux Fluo4; hits give low values. B-score at 10 µM. 310,000 compounds, 0.92% hits;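 active means B-score of the integrated calcium signal more than 4 SD below the library mean, with starting fluorescence not abnormally high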;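 further: negative B-score means reduced calcium response which marks RGS4 activation or potentiation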
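Material: M3R-expressing HEK293 line, RGS4 induced by doxycycline | Schedule: Overnight RGS4 induction, 30 min dye load 37 °C, 20 min compound RT | Measured by: Fluo4 fluorescence kinetic imaging of calcium | Read-out: Integrated calcium ratio converted to B score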
TRPC6 activator – mouse TRPC6 channel activation | 310,000 compounds, 0.13% hits | B-score at 10 µM | HEK293-TRPC6 membrane potential dye fluorescence; hits give high values | AID 2550 | Q61143;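 active means B-score of the integrated fluorescence ratio above library mean plus 3 SD, and starting fluorescence ratio within library mean plus 5 SD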;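 further: higher score means more depolarization so channel activation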
MrgX1 antag – blocks BAM8-22 activation of human MrgX1 receptor | Q96LB2 | 310,000 compounds, 1.3% hits | AID 588676 | MRGX1-HEK293 calcium flux, Fluo-4, BAM8-22 antagonism; hits give low values | B-score at 10 µM;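 active means calcium-response B-score plate-corrected more than 3 library SD below zero, starting fluorescence within 5 deviations, no agonist response on first addition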;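 further: peak minus trough fluorescence over baseline after final BAM8-22 challenge near maximal dose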
* = called active by the depositor; i = inactive; ? = inconclusive; nt = not tested or not shown.

SMILES	TRPC4 block	MrgX1 PAM	Platelet DG rel	MrgX1 ag	RGS4 block	HIF activator	TRPC6 inh	SKKanGAS inh	RGS4 act	TRPC6 activator	MrgX1 antag
Cc1cccc(N2CCN(C(=O)NCc3ccc(F)cc3)CC2)c1C	i	i	-1.2	i	i	-0.1	i	0.7	i	i	i
CN(C(=O)Nc1ccccc1)C1CCCc2ccccc21 (centres undefined)	i	i	-11.6	i	i	1.1	i	-1.1	i	i	i
COc1ccc(/C=C(\C#N)C(=O)OCCNC(=O)c2ccncc2)cc1	i	i	-5.3	i	i	-0.2	i	-18.7	i	i	i
CC[C@H](C)[C@@H](CNC)NC[C@@H](Cc1ccc(O)cc1)NCC(C)(C)C	i	i	-2.4	i	i	0.0	i	0.2	i	i	i
COC(=O)C1=C(C)N(c2ccc(F)cc2)/C(=C/c2ccc(O)cc2)C1=O	i	i	7.3	i	i	0.4	i	5.4	i	i	i
Cc1ccc(C)c(NC(=O)C2CCN(S(=O)(=O)c3ccc4c(c3)NC(=O)CO4)CC2)c1	i	i	5.8	i	i	-0.9	i	-2.3	i	i	i
CC(=O)Oc1ccc(C(=O)Nc2ccccc2C(=O)NCC(C)C)cc1	i	i	-7.9	i	i	-0.4	i	7.5	i	i	i
Cc1nn(C)c(C)c1CN(C)C(=O)c1cnn2c1NC(c1ccccc1)CC2C(F)(F)F (centres undefined)	i	i	-6.3	i	i	nt	i	-0.5	i	i	i
c1ccc(C(c2ccccc2)N2CCN(Cc3nnnn3C3CCCC3)CC2)cc1	i	i	?	i	i	0.2	i	6.5	i	i	i
O=c1cc(C(F)(F)F)nc(-c2cccnc2)[nH]1	i	i	-3.4	i	i	0.5	i	-10.2	i	i	i
C/C(=N\NC(=O)CNC(=O)c1cccc(F)c1)c1ccc2ccccc2c1	i	i	-3.4	i	i	0.4	i	0.9	i	i	i
COC(=O)c1cc(NC(=S)N2CCN(c3ccccn3)CC2)cc(C(=O)OC)c1	i	i	17.0	i	i	-0.7	i	-23.9	i	i	i
CN(C)/C=C(/C#N)C(=O)c1cccc(Oc2ccc(C(C)(C)C)cc2)c1	i	i	-11.9	i	i	-0.1	i	18.6	i	i	i
CCOc1ccc(NC(=O)c2ccc(-n3cccn3)nc2)cc1	i	i	-0.1	i	i	-0.2	i	-3.0	i	i	i
COc1ccc(N(CC(=O)N/N=C(\C)c2ccc(C)cc2)S(=O)(=O)c2ccccc2)cc1	i	i	-9.4	i	i	0.3	i	5.4	i	i	i
CCOc1ccc(S(=O)(=O)N(CC)CC(=O)N2CCCC2)cc1C	i	i	-7.0	i	i	-0.9	i	3.7	i	i	i
N#CC1=C(N)Oc2cc(O)ccc2C1C1CCCCC1 (centres undefined)	i	i	2.1	i	i	2.2	i	-8.3	i	i	i
Cc1cc(=O)n2[nH]c(-c3ccc(Cl)cc3)cc2n1	i	i	-8.6	i	i	1.9	i	-0.5	i	i	i
COc1cccc(CN2CCC(Oc3ccc(C(=O)N4CCCCC4)cc3)CC2)c1O	i	i	7.1	i	i	-0.5	i	-2.0	i	i	i
OCCC1CN(Cc2nc3ccccc3s2)CCN1CCc1ccccc1 (centres undefined)	i	i	-9.2	i	i	0.3	i	7.8	i	i	i
COc1cccc(C2C(C#N)=C(N)Oc3cc(C)n(Cc4ccccn4)c(=O)c32)c1OC (centres undefined)	i	i	-5.2	i	i	-0.5	i	1.5	i	i	i
Cc1ccc(S(=O)(=O)CC(C)N2CCN(C3CCCCC3)CC2)cc1 (centres undefined)	i	i	-8.6	i	i	-0.7	i	-2.2	i	i	i
N=C(c1cccc([N+](=O)[O-])c1)N1CCCCC1	i	i	6.4	i	i	-0.1	i	-5.7	i	i	i
CC1CN(CC(O)COC(c2ccc(Cl)cc2)c2ccc(Cl)cc2)CC(C)O1 (centres undefined)	i	i	4.0	i	i	-0.4	i	-2.9	i	i	i
CC1CCCC(NC(=O)COC(=O)CN2C(=O)C3CCCCC3C2=O)C1C (centres undefined)	i	i	-1.4	i	i	-0.2	i	-13.9	i	i	i
Cc1sc2nc(CSC(C)C(=O)N(C)CC(=O)Nc3ccccc3C(F)(F)F)[nH]c(=O)c2c1C (centres undefined)	i	i	-3.3	i	i	-2.6	i	5.3	-7.12*	i	i
CCOC(=O)c1c(-c2ccccc2)oc2ccc(OC)cc12	i	i	1.6	i	i	0.1	i	12.4	i	i	i
O=C(CSc1nnc(CNc2ccc(Cl)cc2)o1)Nc1nc2ccccc2s1	i	i	14.3	i	i	-0.5	i	2.6	i	i	i
O=C(c1ccco1)N1CCN(C(=O)C(Sc2ccccc2)c2ccccc2)CC1 (centres undefined)	i	i	-10.5	i	i	-0.5	i	2.6	i	i	i
Cc1cc(C)nc(/N=C(\N)Nc2ccc(OCCC(C)C)cc2)n1	i	i	8.2	118*	i	0.2	i	2.9	i	i	i
COc1ccccc1NC(=O)c1ccc(S(=O)(=O)N2CCCC2)cc1	i	i	16.8	i	i	-0.1	i	-3.6	i	i	i
O=C(NC(=S)Nc1ccc(F)c(Cl)c1)C1CC1	i	i	10.6	i	i	0.5	i	0.9	i	i	i
O=C(c1cnc2n(c1=O)CCS2)N(C1CCCCC1)C1CCCCC1	i	i	2.9	i	i	-0.3	i	-5.4	i	i	i
O=C(Nc1ccccc1)NC1(C(=O)NCc2ccc3c(c2)OCO3)CCCCC1	i	i	4.7	i	i	0.0	i	1.5	i	i	i
Cc1ccc(CN2CCN(Cc3ccc(-n4cccn4)cc3)CC2CCO)cc1 (centres undefined)	i	i	-2.5	i	i	-0.1	i	-2.4	i	i	i
O=C(O)CCN1C(=O)c2ccc(Oc3ccc([N+](=O)[O-])cc3)cc2C1=O	i	i	5.1	i	i	0.2	i	11.7	i	i	i
COc1cccc(C2C(C(=O)c3cc4ccccc4o3)=C(O)C(=O)N2CCN2CCOCC2)c1 (centres undefined)	i	i	-30.6	i	i	0.5	i	-0.7	i	i	i
Cc1ccc(S(=O)(=O)NC(=O)c2ccc(Br)o2)cc1	i	i	-10.1	i	i	-0.8	i	6.5	i	i	i
C=CCSC1=N/C(=C\C=C\c2ccco2)C(=O)S1	i	i	-0.9	i	i	0.0	i	-0.7	i	i	i
CC1Cc2ccccc2N1C(=O)CSc1nnc(C2CC2)n1C (centres undefined)	i	i	9.3	i	i	0.3	i	2.8	i	i	i
Cc1cc(C(=O)CSc2nnc(-c3ccccc3)n2-c2ccccc2)c(C)n1-c1ncn[nH]1	i	i	-3.8	i	i	-0.1	i	3.4	i	i	i
Cc1cc(NC(=O)c2cc(-c3cccs3)on2)no1	i	i	-0.6	i	i	0.3	i	-2.7	i	i	i
Cc1ccc(NC(=O)C2CCCN2C(=O)NCc2ccccc2)cc1 (centres undefined)	i	i	8.4	i	i	-0.7	i	-25.6	i	i	i
COc1cccc2sc(/N=C/N(C)C)nc12	i	i	-12.4	i	i	0.8	i	-14.4	i	i	i
COc1cccc(C(=O)Nc2sc3c(c2C(=O)O)CCCC3)c1	i	i	-11.9	i	i	-34.7	i	11.8	i	i	i
Cc1ccc2sc(NC(=O)C3CC3)nc2c1C	i	i	?	i	i	3.2	i	3.0	i	i	i
FC(F)(F)c1cc(-c2ccco2)nc(NCc2cccnc2)n1	i	i	0.5	i	i	-0.4	i	5.9	i	i	i
COC(=O)C1=C(C(=O)OC)[C@@H]2N(C)c3ccccc3[C@@]23C[C@@H](C(=O)OC)N(C(=O)c2ccc(Br)cc2)C3=N1	i	i	0.7	i	i	-0.2	i	1.7	i	i	i
CN(C(=O)COc1ccccc1)c1nnc(-c2ccncc2)s1	i	i	0.9	i	i	-1.6	i	-3.4	i	i	i
CC(C)c1nc2cc(C(=O)N3CCNC(=O)C3c3ccc(F)cc3)ccc2o1 (centres undefined)	i	i	23.5	i	i	0.1	i	4.0	i	i	i
Next compounds follow:
SMILES	TRPC4 block	MrgX1 PAM	Platelet DG rel	MrgX1 ag	RGS4 block	HIF activator	TRPC6 inh	SKKanGAS inh	RGS4 act	TRPC6 activator	MrgX1 antag
O=C(c1ccco1)N1CCN(c2c([N+](=O)[O-])nn(-c3cccc(Cl)c3)[n+]2[O-])CC1	i	i	-3.8	i	i	-0.4	i	-0.8	i	i	i
O=C(Cc1ccccc1[N+](=O)[O-])NC1CCN(Cc2ccccc2)CC1	i	i	0.6	i	i	-0.8	i	-0.2	i	i	i
COc1ccc(CC2(CO)CCN(S(=O)(=O)c3c(C)nn(C)c3C)CC2)cc1	i	i	12.5	i	i	-0.3	i	-39.6	i	i	i
CCOC(=O)c1ccc(CNC(=O)CCC(=O)O)cc1	i	i	5.2	i	i	0.4	i	-4.8	i	i	i
Cc1ccc2c(C)c(C(=O)Nc3cccnc3)oc2c1	i	i	-3.4	i	i	2.9	i	-3.2	i	i	i
Cc1c(C)n(CCc2ccccc2)c2ncnc(NCCO)c12	i	i	-5.7	i	i	-0.6	i	-0.9	i	i	i
COc1cc(NC(=O)c2cc([N+](=O)[O-])ccc2Br)ccc1NC(=O)c1ccco1	i	i	-40.2	i	i	-0.6	i	-0.7	i	i	i
CCOC(=O)N1CCN(Cc2nc3c(c(=O)n(C)c(=O)n3C)n2Cc2ccccc2C)CC1	i	i	4.5	i	i	-0.2	i	6.8	i	i	i
C=CCNCCOc1ccccc1-c1ccccc1	i	i	-4.5	i	i	-0.1	i	5.4	i	i	i
CN1CCN(C(=S)Nc2cccc(Cl)c2)CC1	i	i	-5.3	i	i	-0.1	i	0.9	i	i	-4.91*
Cc1csc(SCC(=O)NC(=O)NC(C)(C)C)n1	i	i	-1.7	i	i	-0.3	i	5.9	i	i	i
COC(=O)CCCNC(=O)c1ccc(OC2CCN(CCc3ccccc3)CC2)cc1	i	i	3.0	i	i	0.0	i	-6.1	i	i	i
O=C(Cc1sc(-c2ccccc2)nc1-c1ccccc1)Nc1ccc(Cl)cc1	i	i	-49.5	i	i	0.0	i	3.6	i	i	i
